From PubChem
ASM inhibitor = human S-ASM enzyme inhibition; P17405; placental ASM, HMU-PC fluorogenic substrate, 60 min; Potency, µM (highest dose often 57.5 µM), for the others: at the top dose activity change, negative = inhibition, actives largely listed as inhibitors; 340,000 compounds, 0.006% hits; note: potency is the fitted concentration of half-maximal effect
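qHTS format. ASM enzyme prepared from human placenta hydrolyses the fluorogenic substrate HMU-PC0 (9 uM final) over 60 min at 37 °C after a 10 min compound preincubation.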
MBNL1 CUG block = inhibitors of human MBNL1 binding to CUG repeat RNA. 280,000 compounds, 0.036% hits. Potency, µM (titrated, usually from 57.5 µM), inactives show top-dose activity change, negative = inhibition, most hits filed as inhibitors. AID 2675. TR-FRET MBNL1-His/biotin-(CUG)12 binding, 665/545 ratio; active = well fitted inhibition curve with a large enough effect in the signal ratio, with a control signal flat, not every such curve was filed as active; inconclusive = small, poorly fitted or top-dose-only effect, or effect the other way, or a change in a side signal; inactive = no such curve, though single readings can be large or run the other way; the % refers to the signal ratio; note: potency is the fitted concentration of half-maximal effect; % is set by controls: 0 for no effect and ±100 for the full control effect
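Inhibition of protein-RNA binding appears as loss of TR-FRET between terbium anti-His antibody on MBNL1-His and streptavidin-XL665 on biotin-(CUG)12. Activity is normalized to buffer-only and uninhibited-complex controls.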
CXXC DNA block = MLL CXXC-DNA interaction inhibition. Q03164. MLL-CXXC / FITC-HOXA9 DNA fluorescence polarization. Potency, µM (doses to about 115 µM), without a hit: at the highest dose activity change, negative = inhibition, most hits filed as inhibitors. 290,000 compounds, 0.037% hits. AID 2662; active = well fitted inhibition curve with a large enough effect in the polarisation, with a control signal flat, not every such curve was filed as active; inconclusive = small, poorly fitted or top-dose-only effect, or effect the other way, or a change in a side signal; inactive = no such curve, though single readings can be large or run the other way; the % refers to the polarisation; note: potency is the fitted concentration of half-maximal effect
Target sequence (Q03164 whole entry, looked up): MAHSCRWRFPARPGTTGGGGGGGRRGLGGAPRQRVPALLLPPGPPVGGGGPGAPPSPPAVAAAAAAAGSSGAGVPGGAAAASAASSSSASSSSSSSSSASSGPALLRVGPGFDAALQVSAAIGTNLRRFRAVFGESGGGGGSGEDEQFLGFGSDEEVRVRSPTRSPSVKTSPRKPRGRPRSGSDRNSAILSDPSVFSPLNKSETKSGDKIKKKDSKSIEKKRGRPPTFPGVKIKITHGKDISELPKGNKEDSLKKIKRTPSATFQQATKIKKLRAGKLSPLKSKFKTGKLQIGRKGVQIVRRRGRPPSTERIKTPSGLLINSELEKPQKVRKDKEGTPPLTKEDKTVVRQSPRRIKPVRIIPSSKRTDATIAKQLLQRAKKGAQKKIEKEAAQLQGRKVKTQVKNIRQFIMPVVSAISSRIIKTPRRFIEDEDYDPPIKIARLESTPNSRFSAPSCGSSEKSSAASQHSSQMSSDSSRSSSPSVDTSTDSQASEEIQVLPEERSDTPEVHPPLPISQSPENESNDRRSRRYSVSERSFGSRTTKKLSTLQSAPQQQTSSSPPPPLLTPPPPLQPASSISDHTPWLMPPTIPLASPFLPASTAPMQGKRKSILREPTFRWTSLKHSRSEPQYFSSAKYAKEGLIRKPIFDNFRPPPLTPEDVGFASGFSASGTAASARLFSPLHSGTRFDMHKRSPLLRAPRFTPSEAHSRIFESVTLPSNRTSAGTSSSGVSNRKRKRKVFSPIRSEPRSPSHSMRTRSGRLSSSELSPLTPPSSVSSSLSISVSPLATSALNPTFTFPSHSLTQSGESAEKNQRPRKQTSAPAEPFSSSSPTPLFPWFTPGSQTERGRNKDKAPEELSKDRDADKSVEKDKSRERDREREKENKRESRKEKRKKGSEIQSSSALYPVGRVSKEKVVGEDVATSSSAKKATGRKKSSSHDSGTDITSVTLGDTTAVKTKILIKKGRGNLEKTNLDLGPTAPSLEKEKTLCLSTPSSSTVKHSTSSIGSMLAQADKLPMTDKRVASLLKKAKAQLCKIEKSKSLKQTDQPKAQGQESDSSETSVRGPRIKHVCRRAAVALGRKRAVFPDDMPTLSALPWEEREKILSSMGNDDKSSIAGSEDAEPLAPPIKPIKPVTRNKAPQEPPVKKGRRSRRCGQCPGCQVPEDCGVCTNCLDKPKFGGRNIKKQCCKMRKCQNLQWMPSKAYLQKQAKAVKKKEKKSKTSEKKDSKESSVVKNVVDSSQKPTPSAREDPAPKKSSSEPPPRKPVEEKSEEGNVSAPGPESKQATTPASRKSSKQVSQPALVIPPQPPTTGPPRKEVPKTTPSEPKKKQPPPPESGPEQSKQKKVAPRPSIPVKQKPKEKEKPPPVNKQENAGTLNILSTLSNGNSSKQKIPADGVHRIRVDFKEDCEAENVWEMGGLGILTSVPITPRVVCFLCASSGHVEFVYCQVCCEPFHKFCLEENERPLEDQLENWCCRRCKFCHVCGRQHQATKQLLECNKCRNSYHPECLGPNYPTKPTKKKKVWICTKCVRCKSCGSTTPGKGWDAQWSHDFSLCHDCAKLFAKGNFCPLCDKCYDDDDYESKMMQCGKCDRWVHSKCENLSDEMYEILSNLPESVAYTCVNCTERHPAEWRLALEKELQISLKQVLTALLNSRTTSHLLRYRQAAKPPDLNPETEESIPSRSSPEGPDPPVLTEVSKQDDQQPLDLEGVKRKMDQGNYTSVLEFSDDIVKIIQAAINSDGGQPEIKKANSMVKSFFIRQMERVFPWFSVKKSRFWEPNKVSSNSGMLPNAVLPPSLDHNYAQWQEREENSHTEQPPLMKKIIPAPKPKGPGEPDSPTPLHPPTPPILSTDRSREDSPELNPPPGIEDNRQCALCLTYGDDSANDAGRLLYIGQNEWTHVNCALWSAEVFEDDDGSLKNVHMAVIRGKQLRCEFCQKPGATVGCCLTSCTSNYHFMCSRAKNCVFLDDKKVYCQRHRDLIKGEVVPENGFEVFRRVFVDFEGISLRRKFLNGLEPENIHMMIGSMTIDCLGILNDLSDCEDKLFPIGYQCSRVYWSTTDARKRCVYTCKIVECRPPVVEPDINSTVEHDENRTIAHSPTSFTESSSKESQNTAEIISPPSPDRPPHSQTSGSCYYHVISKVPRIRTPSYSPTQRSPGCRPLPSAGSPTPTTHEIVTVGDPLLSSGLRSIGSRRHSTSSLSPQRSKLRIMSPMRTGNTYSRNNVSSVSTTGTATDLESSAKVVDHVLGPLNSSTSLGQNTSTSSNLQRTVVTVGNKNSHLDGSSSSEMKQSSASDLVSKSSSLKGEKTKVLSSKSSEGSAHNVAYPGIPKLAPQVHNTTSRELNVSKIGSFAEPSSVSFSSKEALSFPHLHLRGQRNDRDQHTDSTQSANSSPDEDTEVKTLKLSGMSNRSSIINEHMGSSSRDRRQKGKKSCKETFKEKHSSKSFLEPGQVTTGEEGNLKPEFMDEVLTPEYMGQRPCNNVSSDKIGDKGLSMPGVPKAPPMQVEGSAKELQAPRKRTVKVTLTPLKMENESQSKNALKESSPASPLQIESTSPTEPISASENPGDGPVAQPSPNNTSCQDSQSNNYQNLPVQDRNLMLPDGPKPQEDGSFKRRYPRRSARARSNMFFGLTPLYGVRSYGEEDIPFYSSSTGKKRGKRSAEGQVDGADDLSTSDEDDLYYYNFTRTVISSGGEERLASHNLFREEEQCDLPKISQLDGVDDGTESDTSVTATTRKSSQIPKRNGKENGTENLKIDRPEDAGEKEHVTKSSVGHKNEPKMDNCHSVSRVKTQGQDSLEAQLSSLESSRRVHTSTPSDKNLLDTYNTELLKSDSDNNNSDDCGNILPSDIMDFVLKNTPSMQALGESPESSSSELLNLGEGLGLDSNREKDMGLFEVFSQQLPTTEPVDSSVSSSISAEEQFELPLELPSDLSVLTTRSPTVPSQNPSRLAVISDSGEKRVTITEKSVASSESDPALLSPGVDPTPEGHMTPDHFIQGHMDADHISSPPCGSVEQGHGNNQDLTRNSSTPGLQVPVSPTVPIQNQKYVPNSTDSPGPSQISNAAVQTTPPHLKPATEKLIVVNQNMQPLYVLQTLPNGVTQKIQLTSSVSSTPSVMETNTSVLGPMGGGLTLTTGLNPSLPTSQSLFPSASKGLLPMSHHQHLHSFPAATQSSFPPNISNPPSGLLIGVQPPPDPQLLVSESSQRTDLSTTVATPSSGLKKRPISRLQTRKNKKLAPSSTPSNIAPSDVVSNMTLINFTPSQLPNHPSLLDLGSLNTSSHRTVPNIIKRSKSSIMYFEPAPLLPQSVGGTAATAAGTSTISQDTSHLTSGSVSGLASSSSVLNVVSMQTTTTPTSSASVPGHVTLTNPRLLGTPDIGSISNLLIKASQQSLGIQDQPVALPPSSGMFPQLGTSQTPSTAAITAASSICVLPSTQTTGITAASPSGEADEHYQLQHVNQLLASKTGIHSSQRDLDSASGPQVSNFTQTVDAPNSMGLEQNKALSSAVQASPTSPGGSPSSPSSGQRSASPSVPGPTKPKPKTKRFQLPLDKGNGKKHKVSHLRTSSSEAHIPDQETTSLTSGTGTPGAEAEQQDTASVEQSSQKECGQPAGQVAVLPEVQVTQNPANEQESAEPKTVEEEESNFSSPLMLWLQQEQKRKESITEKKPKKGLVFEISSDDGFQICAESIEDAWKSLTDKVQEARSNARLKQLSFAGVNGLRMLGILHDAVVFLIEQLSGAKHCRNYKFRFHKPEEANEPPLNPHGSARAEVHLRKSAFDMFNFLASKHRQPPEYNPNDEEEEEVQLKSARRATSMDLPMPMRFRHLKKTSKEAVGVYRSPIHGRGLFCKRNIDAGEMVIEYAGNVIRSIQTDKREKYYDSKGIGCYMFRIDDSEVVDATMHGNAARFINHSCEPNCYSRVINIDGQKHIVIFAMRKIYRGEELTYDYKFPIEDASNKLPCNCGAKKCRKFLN
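Purified MLL-CXXC (added from a 7 uM solution) was preincubated 5 min at ambient with pinned compounds in 50 mM Tris-HCl pH 7.5, 50 mM NaCl, 1 mM DTT, 0.05% BSA. Fluorescein-labeled HOX-A9 DNA (50 nM solution) followed, 30 min, then polarization read.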
GALK inhibitor = galactokinase (human) inhibition. Potency, µM (titrated, usually from 57.5 µM), for the others: at the highest dose activity change, negative = inhibition, most hits filed as inhibitors. 270,000 compounds, 0.007% hits. Purified GALK, Kinase-Glo residual ATP luminescence. AID 1868; note: potency is the fitted concentration of half-maximal effect; % is set by controls: 0 for no effect and ±100 for the full control effect
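5 nM enzyme, 35 uM ATP, 100 uM galactose, 20 mM HEPES pH8.0, 5 mM MgCl2; 1 h RT; residual ATP by Kinase-Glo Plus luminescence, qHTS format.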
Integrin act MD = activates integrin-mediated alleviation for muscular dystrophy; alpha7betagal myoblasts, beta-gal FDG fluorescence, 48 h; AID 624291; 350,000 compounds, 0.064% hits; Potency, µM (highest dose often 38.3 µM), for the others: at the highest dose activation, usual class: activators;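 note: potency is the fitted concentration of half-maximal effect; 100% = response of the positive control SU9516; nearly all actives have a fitted effect of over 60% in size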
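Alpha7betagal+/- myoblasts (passage 13) were plated 16-24 hr, then exposed to compounds (1:260 dilution of DMSO stock) for 48 hours at 37C. After MPER lysis, β-galactosidase reporter activity was read as FDG fluorescence (ex 480/em 540) after 30 minutes.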
Coupling enz = inhibits coupling enzyme system, counter-screen for aldolase hits | coupling enzyme system counterscreen, AmpLite Red fluorescence | activity change, negative = inhibition, % at 58.2 µM, hits read low | 290,000 compounds, 0.67% hits | AID 2472; in the data active = activity change below about -30%; note: % is set by controls: 0 for no effect and ±100 for the full control effect
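Counterscreen of the coupled detection system alone, without aldolase: glyceraldehyde-3-phosphate coupling enzymes plus AmpLite Red readout. Compounds at 57.5 uM final, 10 min RT preincubation, 20 min RT reaction, fluorescence 525/598 nm.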
KCNH2 WT inh = inhibitors of human wildtype KCNH2 potassium channel; activity change, % at 1.84 µM; Q12809; 340,000 compounds, 0.37% hits; AID 720551; U2OS, BacMam KCNH2, thallium flux FluxOr; stronger effect = lower value;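 active = maximum activity change below -70%; inconclusive = maximum activity change between -70% and -50%; inactive = maximum activity change above -50%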; note: % is set by controls: 0 for no effect and ±100 for the full control effect
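U2OS cells transduced with wild-type KCNH2 virus are loaded with FluxOr dye for 45 min, and thallium flux is measured in kinetic reads before and after stimulation buffer. Rate constants are normalized to DMSO controls.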
TRPV1 agonist = human TRPV1 agonism; Q8NER1; TRPV1-expressing cells, Fluo-8 calcium influx, agonist mode; activation, % at 8.33 µM; 320,000 compounds, 0.19% hits; AID 540275; in the data active = activation above about 80%; inconclusive = between about 30% and that limit; note: 0% is about no effect
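Cells expressing TRPV1 were dye-loaded with Fluo-8 and read kinetically: 10 s baseline, 3 min after compound (agonist portion), then 2 min after EC20 capsaicin (allosteric enhancer portion). Calcium-bound dye fluorescence at 480/520 nm.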
KCNH2 3.1 block = KCNH2 3.1 (human) potassium channel inhibition. U2OS KCNH2 3.1, thallium flux FluxOr; stronger effect = lower value. AID 720553. activity change, % (tested at about 1.8 µM). 340,000 compounds, 0.95% hits;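 active = maximum activity change below -70%; inconclusive = maximum activity change from -70% to -50%; inactive = maximum activity change above -50%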;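 note: thallium influx rate constant from kinetic fluorescence after stimulation buffer; % is set by controls: 0 for no effect and ±100 for the full control effect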
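FluxOr-based Tl+ influx in U2OS cells transduced with KCNH2 3.1 virus; rate constants normalized to DMSO controls.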
AT treatment = potential ataxia-telangiectasia treatment; Potency, µM (doses to about 57.5 µM), for inactives: at the top dose activation, hits mostly activators; […] A-T fibroblasts, KAP-1 phosphorylation AlphaLISA; neocarzinostatin DNA damage 30 min before lysis; 320,000 compounds, 0.19% hits; note: potency is the fitted concentration of half-maximal effect; % of control where 0% means no effect; nearly all actives have a fitted effect of over 45% in size
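ATM-like activity read as KAP-1 phosphorylation via AlphaLISA donor/acceptor antibody pairs after lysis and 6 hr at 25C. Cells were ATM-null patient fibroblasts ([…], hTERT), dosed 60 min, then exposed to the DSB inducer NCS for 30 min.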
An asterisk follows results filed as active; u = inconclusive; x = no result given; & = joins results of further samples; [ ] = dose if it differs, or a comment. Unless noted, calls come from the whole dose curve; as a rule, active = well fitted curve in the direction sought with a large enough effect; inconclusive = small, poorly fitted or top-dose-only effect, or another doubt; inactive = no such curve, though single readings can be large; an effect the other way counts as inactive or inconclusive.

SMILES	ASM inhibitor	MBNL1 CUG block	CXXC DNA block	GALK inhibitor	Integrin act MD	Coupling enz	KCNH2 WT inh	TRPV1 agonist	KCNH2 3.1 block	AT treatment
COc1ccccc1N1CCN(CCCCN2C(=O)c3ccccc3C2=O)CC1	3%	x	-29%	x	x	2	-3	x	-4	x
Cc1nc2cc(C)c(C)cc2s1	-4%	3%	4%	-4%	-3%	0	-14	0	-4	0%
Cc1ccc(S(=O)(=O)CC(=O)N2CCN(c3ccc(F)cc3)CC2)cc1	-1%	5%	2%	-6%	0%	x	4	u	-3	24%
COCC(=O)Nc1cc(Cl)ccc1C(F)(F)F	x	-14%	2%	4%	x	3	x	1	x	9%[11.5 µM]
O=C(O)C1CCN(S(=O)(=O)N2CCOCC2)CC1	10%	1%	-11%	-1%	14%	-1	17	-2	15	-9%
COc1ccc2[nH]cc(CCNC(=O)c3ccc4ccccc4n3)c2c1	-7%	11%	5%	0%	12%	-16	2	u	2	10%
CC(C)(C)NC(=O)C[C@H]1C[C@H](C(=O)N2CCOCC2)[C@@]2(C)c3[nH]c4cc(-c5ccco5)ccc4c3CCN2C1=O	-2%	x	x	x	-9%	x	-9	x	10	3%[11.5 µM]
COc1cccc(C2CC(c3c(-c4ccccc4)c4cc(Cl)ccc4[nH]c3=O)=NN2S(C)(=O)=O)c1OC (stereo not given)	3%	6%	17%	-2%	-55%[inhibitor]	0	-13	5	1	0%
Oc1cccc2ccc(/C=C/c3cccs3)nc12	-1%	38%[activator]	-24%	2%	-53%[inhibitor]	-9	-14	2	-7	x
Cc1cc(C)cc(N2C(=O)CSC2c2ccccn2)c1 (stereo not given)	0%	-2%	0%	11%	u	1	6	0	-7	-1%
Cc1ccc(C)c(Cn2c(CN(C)Cc3ccccc3)nc3c2c(=O)n(C)c(=O)n3C)c1	-4%	-9%	-2%	1%	-12%	-1	-2	x	-11	7%
COc1ccc(OC)c(-c2nc(C(N)=O)c3[nH]c(=O)n(-c4ccc(F)cc4)c3n2)c1	5%	2%	-6%	1%	-25%	0	8	-2	-4	18%
Cc1sc(NC(=O)Cc2ccc3c(c2)OCO3)nc1-c1ccc2c(c1)CCN2C(=O)c1cccc(F)c1	1%	0%	20%	0%	-16%	-1	-2	-4	-5	10%
N#Cc1c(-c2cccs2)cc(-c2ccccn2)nc1N	x	66%[activator]	0%	3%	2%	1	5	7	-19	24%
COc1cc(NC(=O)Cn2ccsc2=N)cc(OC)c1	-3%	x	4%	-2%	0%	1	2	0	-2	-4%
Cc1nnc(NC(=O)C2CCN(S(=O)(=O)c3ccc(F)c(F)c3)CC2)o1	5%	x	x	x	33%	x	-9	x	4	7%
Cc1ccc(C2(c3noc(CN(C)Cc4cnn(C)c4)n3)CCCC2)cc1	3%	-5%	-3%	0%	-7%	1	-1	-2	1	-2%
C=CCNC(=S)N1CCN(c2ccc([N+](=O)[O-])cc2)CC1	-7%	u	7%	1%	-5%	0	0	4	-24	-3%
CCOc1ccc(-c2c(=O)n(OCc3nc4ccccc4[nH]3)c3ccccc3[n+]2[O-])cc1	88%[activator]	u	33%[activator]	5%	1%	2	2	u	-6	-4%
COCCCNC(=O)c1ccc(C(=O)NCCCOC)cc1	1%	-8%	6%	9%	5%	2	50	0	7	-15%

Four of the compounds above, with each value named.
O=C(O)C1CCN(S(=O)(=O)N2CCOCC2)CC1
  ASM inhibitor: 10%	MBNL1 CUG block: 1%	CXXC DNA block: -11%	GALK inhibitor: -1%	Integrin act MD: 14%	Coupling enz: -1	KCNH2 WT inh: 17	TRPV1 agonist: -2	KCNH2 3.1 block: 15	AT treatment: -9%
COc1ccc2[nH]cc(CCNC(=O)c3ccc4ccccc4n3)c2c1
  ASM inhibitor: -7%	MBNL1 CUG block: 11%	CXXC DNA block: 5%	GALK inhibitor: 0%	Integrin act MD: 12%	Coupling enz: -16	KCNH2 WT inh: 2	TRPV1 agonist: u	KCNH2 3.1 block: 2	AT treatment: 10%
CC(C)(C)NC(=O)C[C@H]1C[C@H](C(=O)N2CCOCC2)[C@@]2(C)c3[nH]c4cc(-c5ccco5)ccc4c3CCN2C1=O
  ASM inhibitor: -2%	MBNL1 CUG block: x	CXXC DNA block: x	GALK inhibitor: x	Integrin act MD: -9%	Coupling enz: x	KCNH2 WT inh: -9	TRPV1 agonist: x	KCNH2 3.1 block: 10	AT treatment: 3%[11.5 µM]
COc1cccc(C2CC(c3c(-c4ccccc4)c4cc(Cl)ccc4[nH]c3=O)=NN2S(C)(=O)=O)c1OC (stereo not given)
  ASM inhibitor: 3%	MBNL1 CUG block: 6%	CXXC DNA block: 17%	GALK inhibitor: -2%	Integrin act MD: -55%[inhibitor]	Coupling enz: 0	KCNH2 WT inh: -13	TRPV1 agonist: 5	KCNH2 3.1 block: 1	AT treatment: 0%

Later entries.
SMILES	ASM inhibitor	MBNL1 CUG block	CXXC DNA block	GALK inhibitor	Integrin act MD	Coupling enz	KCNH2 WT inh	TRPV1 agonist	KCNH2 3.1 block	AT treatment
COc1cccc([C@@H]2Oc3ccc(Br)cc3C(=O)[C@H]2OC(=O)NC2CCCC2)c1	-8%	6%	10%	x	-45%[inhibitor]	-2&-5	-3	8	-19	-18%
O=C(CSCc1cnn(-c2ccccc2)c1-n1cccc1)NCc1ccc2c(c1)OCO2	2%	2%	6%	-4%	3%	3	26	12	2	1%
CCC(C)(C)C1CCc2[nH]nc(C(=O)NN)c2C1 (stereo not given)	9%	-8%	2%	-2%	-4%	1	0	10	-14	6%
Nc1ncnc2c1ncn2[C@H]1C[C@H](O)[C@@H](CO)O1	3%	-23%	5%	x	35%	-1	-2	-1	3	-1%
O=C(O)CC1(CC(=O)NCc2ccc(Cl)cc2)CCCCC1	1%	-8%	5%	x	5%	3	1	-1	-7	-5%
Cc1cc(OCC(=O)O)c2cccc(C)c2n1	-1%	9%	9%	2%	13%	1	-5	1	3	1%
CC(=O)c1ccc(NC(=O)Cn2c(=O)oc3ccccc32)cc1	0%	-5%	-4%	2%	12%	2	1	18	1	3%
COc1ccc(Cl)cc1NC(=O)c1cccc(N2C(=O)C3CC=CCC3C2=O)c1 (stereo not given)	-6%	2%	-3%	3%	19%	-1	3	10	-3	3%
COc1ccc(NC(=S)NC2CCCCC2)c(OC)c1	8%	-4%	-8%	10%	-19%	0	2	7	0	1%
CCOC(=O)C(C)Sc1nc(N2CCOCC2)c2c(c1C#N)CC(C)(C)OC2 (stereo not given)	3%	x	x	x	-8%	x	-1	x	13	x
c1ccc2c(c1)CC1(CCCCC1)n1nnnc1-2	3%	8%	12%	-1%	-6%	0	0	13	-3	2%
COc1ccc(OCCN2C(=O)NC3(CCc4ccccc4C3)C2=O)cc1 (stereo not given)	-2%	x	24%	0%	-4%	4	-10	2	-6	-9%
CN(C(=O)c1ccc(NC(=O)Cc2cccc(NC(=O)C3CCN(C(=O)C4CCCC4)CC3)c2)cc1)C1CC1	0%	x	x	x	-1%	x	-1	x	-23	x
CCOC(=O)c1c(NC(=O)C2(C)Cc3ccccc3C(=O)O2)sc2c1CCCC2 (stereo not given)	-6%	-9%	-8%	x	-40%	-5	-2	-5	4	1%
CCOCCn1cnc2sc(C(=O)NCC(=O)OCC)c(C)c2c1=O	3%	u	0%	0%	11%	2	-10	-1	-16	x
Cc1ccc(/C=C(/NC(=O)c2ccccc2)C(=O)NC(Cc2c[nH]c3ccccc23)C(=O)O)cc1 (stereo not given)	-1%	5%	2%	0%	9%	8	-6	1	-21	0%
Cc1ccc(-c2nc(SC(C)C(=O)c3c(N)n(C)c(=O)n(C)c3=O)n[nH]2)cc1 (stereo not given)	0%	x	x	x	9%	x	-4	-4	1	25%
O=C(Nc1cccnc1)c1cccc(S(=O)(=O)N2CCCC2)c1	0%	0%	-7%	9%	0%	1	3	-6	11	10%
Cc1ccc(S(=O)(=O)NC(CC(=O)N2CCOCC2)c2ccco2)cc1 (stereo not given)	-2%	-7%	8%	0%	-7%	4	-5	-1	-6	15%
CC(C)(C)c1n[nH]c2c1CCCC2	3%	-5%[11.5 µM]	4%	x	35%	-1	-1	2	1	-2%
Cc1ccc(NC(=O)CCN2CCC(C)CC2)cc1	-2%	0%	3%	0%	0%	3	23	3	4	29%
NC(=O)C1CCN(C(=O)CCc2nc3ccccc3c(=O)[nH]2)CC1	0%	-6%	-4%	-1%	-1%[7.66 µM]	0	4	-1	4	-3%
CCNc1ncnc2c1cnn2C1CCCO1 (stereo not given)	4%	x	x	x	8%	x	-4	x	-2	x
O=C(O)c1cccnc1SCc1cn2cc(Br)ccc2n1	1%	5%	-3%	-1%	-23%	3	-1	2	-9	-5%
